# From PubChem BioAssay
# JMJD2A Tudor – inhibitors of human JMJD2A Tudor domain; O75164; AlphaScreen JMJD2A-Tudor / H3K4me3 peptide binding; Potency, µM (titrated, usually from 114 µM), for inactives: at the top dose activity change, negative = inhibition, actives largely listed as inhibitors; 4.4% of 390,000 active; AID 504339; further: on the % scale 0 is the no-effect control and ±100 the full control effect; nearly all actives have a fitted effect of over 50% in size
# BAZ2B inh – blocks human BAZ2B. Potency, µM (series often up to 114 µM), inactives show top-dose activity change, negative = inhibition, most hits filed as inhibitors. AlphaScreen BAZ2B-H3K14Ac peptide displacement. 4.4% of 360,000 active; further: on the % scale 0 is the no-effect control and ±100 the full control effect; nearly all actives have a fitted effect of over 60% in size
#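 AlphaScreen luminescence quantifies BAZ2B engagement of H3K14Ac peptide; the protein and biotinylated peptide are both at 50 nM final, buffer PBS pH 7.4 with 0.01% Tween-20, all steps at room temperature.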
# G9a inh – G9a (human) methyltransferase inhibition | AID 504332 | G9a H3K9 monomethylation, AlphaScreen, 2 h | 8.8% of 350,000 active | Potency, µM (series often up to 102 µM), without a hit: top-dose activity, negative = inhibition, actives largely listed as inhibitors; further: on the % scale 0 is the no-effect control and ±100 the full control effect; nearly all actives have a fitted effect of over 75% in size
# Target sequence (Q96KQ7 913-1193 limits assumed): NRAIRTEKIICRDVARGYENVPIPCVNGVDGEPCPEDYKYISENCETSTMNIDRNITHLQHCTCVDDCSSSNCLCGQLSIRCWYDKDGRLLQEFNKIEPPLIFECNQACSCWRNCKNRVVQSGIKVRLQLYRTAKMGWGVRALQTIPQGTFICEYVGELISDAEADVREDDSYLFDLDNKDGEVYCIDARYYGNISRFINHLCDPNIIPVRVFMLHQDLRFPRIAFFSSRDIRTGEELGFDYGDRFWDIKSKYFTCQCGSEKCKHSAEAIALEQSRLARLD
#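 Using a bead-based AlphaScreen, monomethylated H3K9 product from 2 h room-temperature reactions (G9a 20 nM, peptide 500 nM, SAM 20 uM) was detected with 0.5 ug/mL rabbit anti-H3K9me1 antibody.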
# GLS inhibitor – blocks human kidney-isoform glutaminase activity | O94925 | GLS enzymatic activity, qHTS titration | Potency, µM (doses to about 45.5 µM), for the others: at the highest dose activity change, negative = inhibition, most hits filed as inhibitors | 0.21% of 410,000 active | AID 624170; further: on the % scale 0 is the no-effect control and ±100 the full control effect
# Target sequence (O94925 whole entry, looked up, canonical isoform): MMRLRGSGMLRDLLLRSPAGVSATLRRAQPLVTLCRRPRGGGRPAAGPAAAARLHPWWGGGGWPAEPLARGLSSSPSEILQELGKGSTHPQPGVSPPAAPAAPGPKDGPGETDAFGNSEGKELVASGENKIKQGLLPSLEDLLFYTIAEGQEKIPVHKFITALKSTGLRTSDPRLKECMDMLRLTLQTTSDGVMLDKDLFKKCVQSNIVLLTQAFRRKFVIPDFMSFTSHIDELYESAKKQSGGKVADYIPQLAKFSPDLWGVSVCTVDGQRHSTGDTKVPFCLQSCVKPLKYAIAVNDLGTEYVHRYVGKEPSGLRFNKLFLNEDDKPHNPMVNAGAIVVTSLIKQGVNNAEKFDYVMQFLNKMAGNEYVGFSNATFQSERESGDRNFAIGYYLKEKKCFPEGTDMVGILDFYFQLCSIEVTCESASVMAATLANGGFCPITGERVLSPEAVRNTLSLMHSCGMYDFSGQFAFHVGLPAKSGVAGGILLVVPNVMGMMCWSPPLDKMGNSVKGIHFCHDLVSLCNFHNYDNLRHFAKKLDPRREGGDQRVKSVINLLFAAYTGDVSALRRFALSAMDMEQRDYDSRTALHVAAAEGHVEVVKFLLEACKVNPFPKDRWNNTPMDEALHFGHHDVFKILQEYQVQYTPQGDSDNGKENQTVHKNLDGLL
#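 Glutamate formation by hKGA was monitored fluorometrically using coupled glutamate oxidase, HRP and Amplex Red. Substrate was added as 1 mM L-glutamine solution; incubation was 30 min at RT after an initial read.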
# BLM inh – blocks DNA unwinding by human BLM helicase | P54132 | 0.2% of 350,000 active | Potency, µM (top dose mostly 56.1 µM), inactives show at the highest dose activity change, negative = inhibition, actives largely listed as inhibitors | AID 2528 | recombinant BLM DNA unwinding, fluorescence dequenching;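 further: plate controls were vehicle for no effect and no enzyme for full effect; nearly all actives have a fitted effect of over 35% in size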
# Pol iota inh – blocks human DNA polymerase iota activity; Q9UNA4; Pol iota fluorescent replication assay, 10 min; Potency, µM (series often up to 115 µM), inactives show at the highest dose activity, negative = inhibition, actives largely listed as inhibitors; 1% of 390,000 active
#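 Fluorescent replication assay read twice, at 0 min and 10 min after adding 50 nM (final) substrate. Enzyme (10 nM) and compounds were first incubated 15 min at room temperature; enzyme-free buffer wells were negative controls.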
# Pin1 inh – human Pin1 inhibition; 0.009% of 390,000 active; Q13526; Potency, µM (series often up to 115 µM), for inactives: top-dose activity, negative = inhibition, hits mostly inhibitors; Pin1 FP peptide displacement, HiFluor488, 10 min; active means well fitted inhibition curve with a large enough effect in the polarisation, with a control signal flat, not every such curve was filed as active; inconclusive means small, poorly fitted or top-dose-only effect, or effect the other way, or a change in a side signal; inactive means no such curve, though single readings can be large or run the other way; the % refers to the polarisation; further: on the % scale 0 is the no-effect control and ±100 the full control effect
# Target sequence (Q13526 whole entry, looked up): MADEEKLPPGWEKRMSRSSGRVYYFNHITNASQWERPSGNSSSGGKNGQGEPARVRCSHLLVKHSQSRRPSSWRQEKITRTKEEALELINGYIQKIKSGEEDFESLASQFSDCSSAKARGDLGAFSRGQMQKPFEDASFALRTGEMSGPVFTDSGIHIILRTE
# HP1b binding inh – blocks HP1-beta chromodomain binding to methylated histone tails. P83916. AlphaScreen HP1-beta / biotin-H3K9me3 peptide binding. Potency, µM (highest dose often 114 µM), without a hit: at the highest dose activity change, negative = inhibition, most hits filed as inhibitors. 0.56% of 390,000 active; further: nearly all actives have a fitted effect of over 70% in size; inactives centre near 23
#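 AlphaScreen: HP1-beta (50 nM) preformed 30 min with biotin-H3(1-18)K9me3 peptide (50 nM) in PBS pH 7.4, 0.01% Tween-20. Compound added for 30 min at RT, then streptavidin donor/nickel chelate acceptor beads (10 ug/mL) for 30 min.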
# PGK inhibitor – T. brucei PGK inhibition; P07378; PGK/GAPDH coupled, Kinase-Glo luminescence, 60 min; Potency, µM (top dose mostly 57.5 µM), without a hit: at the top dose activity change, negative = inhibition, usual class: inhibitors; 0.043% of 380,000 active; further: on the % scale 0 is the no-effect control and ±100 the full control effect; nearly all actives have a fitted effect of over 60% in size
#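 Luminescent ATP detection (Kinase-Glo Plus) follows a 60-minute room-temperature incubation, with wells lacking PGK as controls. Buffer: 100 mM TEA (pH 7.6), 5 mM MgCl2, 0.01% Tween-20. Coupling enzyme GAPDH (100 nM final) supplies unstable 1,3-BPG in-well.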
# * marks the source's active call; other numbers are inactive results; i = inactive; ? = inconclusive; . = no result given; & = joins results of further samples; [ ] = another dose, or the depositor's remark. Unless noted, the call rests on the fitted dose curve; in most records, active means well fitted curve in the direction sought with a large enough effect; inconclusive means small, poorly fitted or top-dose-only effect, or another doubt; inactive means no such curve, though single readings can be large; an effect the other way counts as inactive or inconclusive. Potency means the concentration at half of the fitted maximal effect. Some of the compounds tested; count on the stated rates, not on these rows.
entry	SMILES	Pol iota inh	Pin1 inh	PGK inhibitor	JMJD2A Tudor	G9a inh	HP1b binding inh	BLM inh	GLS inhibitor	BAZ2B inh
1	CCOc1cc(S(=O)(=O)NC2CCCC2)ccc1Cl	-9.0%	-1.6%	-7.4%	13.9%	12.1%[59 µM]	32.9%	-2.3%	-18.1%	7.6%
2	CCCOC(=O)C1C2C=CC(C3CC23)C1C(=O)OCC(=O)c1ccccc1 (stereo unspecified)	0.5%	-9.9%	5.2%	21.8%	15.7%	43.9%[activator]	-3.8%	4.4%	-5.7%
3	CC(=O)N1CCC(N(CCCOC(C)C)C(=O)Nc2ccc(C)c(C)c2)CC1	12.5%&11.4%	-1.6%&-4.6%	3.1%	-22.0%&-21.2%	0.7%&24.3%[59 µM]	62.2%&7.9%[activator]	0.2%&-5.6%	3.4%&-15.6%	-1.2%&2.4%
4	OC1(c2ccc(Cl)cc2)CCN(Cc2cn[nH]c2-c2ccccc2)CC1	39.1%[activator]	-1.6%	7.1%	-7.6%	-29.1%	30.0%	-8.6%	5.1%	-37.5%
5	CCOc1ccccc1NC(=O)c1ccc(F)c(S(=O)(=O)N2CCC3(CC2)OCCO3)c1	-8.1%[58.9 µM]	5.1%	5.5%	1.3%	5.7%[59 µM]	30.2%	-4.3%	0.9%	9.1%
6	Cc1ccc(C)c(CSc2nc3c([nH]c4ccccc43)c(=O)n2C)c1	18.2%	5.5%	12.4%	-2.9%	0.3%[59 µM]	23.4%[57 µM]	0.0%	-4.8%	-0.5%
7	CCCCCCC(=O)N(O)C1CC(=O)N(c2ccc(Br)cc2)C1=O (stereo unspecified)	0.8%	6.5%	-1.5%	25.1µM*	0.631µM*	-64.8%	-3.1%	61.7%[activator]	-9.8%
8	Cn1c(=O)c2[nH]c(-c3ccccc3)nc2n(C)c1=O	7.1%[58.9 µM]	.	.	.	7.5%[59 µM]	.	-1.0%	.	7.7%
9	CCOC(=O)c1cc(C(=O)Nc2cccc(C)c2)nn1C	-28.6%	-0.7%	-4.0%	5.1%	2.8%	21.4%	3.6%	6.0%	11.8%
10	O=C(CN1CCCC1)Nc1ccc(F)cc1	16.0%	-3.5%	-4.5%	-9.7%	.	26.5%	-20.1%	16.0%	-29.4%
11	Cc1sc2ncnc(SC(C)C#N)c2c1C (stereo unspecified)	18.1%	-14.2%	-8.7%	-1.7%	4.8%[59 µM]	26.9%	-2.4%	1.6%	34.0%
12	COCCNC(=O)C(C)OC(=O)c1cc2occc2n1C (stereo unspecified)	8.2%	-1.9%	-2.0%	-12.9%	?	22.6%	-2.3%	13.1%	-26.8%
13	CC(=O)Nc1ccc(Sc2ncccc2C(=O)Nc2ccc(OC(F)(F)F)cc2)cn1	-19.0%	2.2%	-7.0%	-0.7%	?	23.6%	-0.3%	1.8%	20.5%
14	COC(=O)C1(C)NC(c2cccc(C)c2)C2C(=O)N(c3ccc(F)cc3)C(=O)C21 (stereo unspecified)	15.2%	-3.5%	i	2.7%	16.3%	55.0%[activator]	-6.8%	-0.4%	-1.9%
15	Cc1cc(/C=N/NC(=O)C(=O)NCc2ccccn2)c(C)n1-c1ccccc1	177.1%[activator]	-1.7%	-9.6%	-22.7%	6.5%[59 µM]	2.1%	-7.3%	4.0%	-38.8%
16	CCCn1nc(C(=O)NCCc2ccc(S(N)(=O)=O)cc2)c2ccccc2c1=O	-10.2%[58.9 µM]	2.7%	i	2.2%	27.5%	10.3%	-4.4%	10.5%	8.5%

# Entries from the list above that contain four or more nitrogen atoms:
entry	SMILES	Pol iota inh	Pin1 inh	PGK inhibitor	JMJD2A Tudor	G9a inh	HP1b binding inh	BLM inh	GLS inhibitor	BAZ2B inh
8	Cn1c(=O)c2[nH]c(-c3ccccc3)nc2n(C)c1=O	7.1%[58.9 µM]	.	.	.	7.5%[59 µM]	.	-1.0%	.	7.7%
13	CC(=O)Nc1ccc(Sc2ncccc2C(=O)Nc2ccc(OC(F)(F)F)cc2)cn1	-19.0%	2.2%	-7.0%	-0.7%	?	23.6%	-0.3%	1.8%	20.5%
15	Cc1cc(/C=N/NC(=O)C(=O)NCc2ccccn2)c(C)n1-c1ccccc1	177.1%[activator]	-1.7%	-9.6%	-22.7%	6.5%[59 µM]	2.1%	-7.3%	4.0%	-38.8%
16	CCCn1nc(C(=O)NCCc2ccc(S(N)(=O)=O)cc2)c2ccccc2c1=O	-10.2%[58.9 µM]	2.7%	i	2.2%	27.5%	10.3%	-4.4%	10.5%	8.5%

# Next section.
entry	SMILES	Pol iota inh	Pin1 inh	PGK inhibitor	JMJD2A Tudor	G9a inh	HP1b binding inh	BLM inh	GLS inhibitor	BAZ2B inh
17	COc1ccc(C(=O)CN2C(=O)NC3(CCCCCC3)C2=O)cc1	16.6%	10.6%	8.5%	-19.2%	.	8.2%	.	9.7%	.
18	CCOc1c(Cl)cc(CNc2ccc3[nH]c(=O)[nH]c3c2)cc1OC	-6.5%	-5.3%	-2.4%	?	3.55µM*	-12.7%	0.5%	9.3%	-31.1%
19	S=C(NCCC(c1ccccc1)c1ccccc1)Nc1ccccc1Cl	-13.4%	2.5%	-1.6%	-4.5%	10.0%[12.7 µM]	43.4%[activator]	-12.7%	1.5%	-29.4%
20	CC1(C)SC(C)(C)N(C=O)C1C(=O)O (stereo unspecified)	73.4%[activator]	9.0%	3.4%	-6.8%	.	18.0%	.	11.8%	.
21	CN(C)C(=O)[C@@H]1C[C@H]1[C@@H](NC(=O)OCc1ccccc1)c1ccccc1	2.6%	-0.2%	7.5%	-4.1%	27.3%	39.6%[activator]	-0.3%&0.6%	4.8%	-4.1%
22	COc1ccc(C(=O)NCc2ccccc2CN2CCCC2)cc1S(=O)(=O)N1CCOCC1	133.4%[activator]	0.0%	i	-14.5%	9.5%[0.501 µM]	28.3%	.	-5.0%	-4.2%
23	Cc1ccccc1C(=O)N(C)Cc1ccccc1	-18.1%	-4.5%	i	-6.4%	-3.8%[12.7 µM]	15.8%	-2.0%	7.0%	10.6%
24	COc1ccc(OC)c2sc(NC(=O)C(C)C)nc12	19.5%	-3.8%	-5.6%	-13.9%	-41.8%[59 µM]	14.2%	-0.5%	4.6%	-8.6%
25	N#CCC(=O)Nc1ccc(C(=O)Nc2ccc3c(c2)OCO3)cc1	3.7%	34.1%[activator]	i	-23.5%	7.9%[59 µM]	17.1%	.	-1.2%	-32.8%
26	Cc1ccc(CNC(=O)CCSCc2cnn(-c3ccccc3)c2-n2cccc2)cc1	26.4%	-0.7%	-0.6%	-11.6%	-32.6%[59 µM]	22.1%	1.2%	-2.1%	-2.6%
27	C=CCNC(=O)c1onc(CSc2cccc(C)c2)c1C(=O)O	3.6%	-1.8%	-2.1%	-11.6%	0.9%[0.0925 µM]	41.4%[activator]	-1.4%	-2.1%	?
28	CCCc1cc(N2CCN(c3ccccn3)CC2)n2nc(C)c(-c3ccccc3)c2n1	16.9%	-0.7%	0.3%	47.7%[activator]	43.9%[activator][59 µM]	97.9%[activator]	-6.7%	1.9%	-4.3%
29	Cc1ccc(O)c(C(CC(=O)NCC2(c3ccccc3)CCCC2)c2ccccc2)c1 (stereo unspecified)	?	2.8%	.	-22.3%	-29.9%[59 µM]	-4.4%	-9.7%	4.3%	-22.3%
30	CCN(C(=O)COC(=O)c1ncc(Cl)c(Cl)c1Cl)c1c(N)n(Cc2ccccc2)c(=O)[nH]c1=O	-12.4%	-4.0%	-2.4%	-2.3%	.	29.3%	.	-0.2%	.
31	COc1cccc(NC(c2nnc(-c3ccccc3)o2)c2ccc(F)cc2Cl)c1 (stereo unspecified)	26.3%	2.9%	7.9%	-19.9%	1.1%[59 µM]	21.0%	-11.6%	9.0%	-26.6%
32	CCCCCSc1nc2c(c(=O)[nH]c(=O)n2C)n1CC	10.0%	-0.3%	i	-8.5%	.	3.3%	.	-5.8%	.
33	CCOC(=O)c1cnc2c(C)cccc2c1Nc1ccc(OC(C)C)cc1	2.4%	-3.0%	-1.4%	-21.1%	22.0%[59 µM]	56.9%[activator]	-6.3%	3.2%	1.6%
34	COc1ccccc1C1CC(=O)Oc2cc(C)c(Br)c(C)c21 (stereo unspecified)	?	?	-1.2%	-3.6%	-2.3%	63.8%[activator]	-10.5%[75.6 µM]	7.1%	.
35	COc1ccccc1CNC(=O)c1oc2ccc(S(=O)(=O)N3CCCCC3)cc2c1C	11.8%	7.6%	7.0%	-16.5%	5.0%[59 µM]	11.6%	-7.6%	1.3%	-3.1%
36	COc1ccc(CN2CCc3c(c(=O)n4ncc(C(=O)N5CCN(c6ccc(F)cc6)CC5)c4n3C)C2)cc1	-5.7%	?	-7.4%	-11.2%	3.5%[59 µM]	25.7%[57 µM]	0.1%	4.6%	79.4µM*
37	Cc1ncc([N+](=O)[O-])n1Cc1ccc(F)cc1	23.4%	-2.2%	i	-2.4%	0.0%	36.7%	-3.9%	10.7%	-12.7%
38	CCc1cccc(CC)c1N(COC)C(=O)Cn1cnc2ccccc21	18.1%	2.0%	-2.7%	-4.7%	1.8%	21.9%	-0.7%	-5.5%	-2.8%
39	Cc1ccc(OC(=O)CCC(=O)Nc2ccc(C)c(C)c2)cc1	12.8%	2.0%	i	-4.7%	.	18.8%	.	1.3%	.
40	Cc1cc(S(=O)(=O)Nc2ccc(C(=O)NCC3(N(C)C)CCCCC3)cc2)ccc1F	25.6%	-5.6%	-5.7%	-8.1%	-3.3%[0.501 µM]	17.0%	.	0.5%	14.7%
41	N#Cc1c(C(F)(F)F)cc(-c2cccs2)nc1N1CCCCC1	-6.8%[58.9 µM]	-0.5%	3.1%	78.0%[activator]	.	300.9%[activator]	-3.0%	0.5%	40.4%
42	CC(=O)Nc1ccc(N2C(=O)CC(N3CCN(Cc4ccc5c(c4)OCO5)CC3)C2=O)cc1 (stereo unspecified)	20.1%	-4.2%	-4.2%	9.9%	-10.6%[59 µM]	38.7%[activator]	3.1%	0.2%	-5.6%
43	CN(C)c1ccc(NC(=O)c2sc(SCC(=O)Nc3ccc(Br)cc3)nc2N)cc1	-6.9%	-0.7%	-6.9%	-2.2%	22.0%[59 µM]	33.7%	-0.3%	-8.4%	-1.5%
44	Brc1ccccc1-c1nnc(CSc2nnc3sc4ccccc4n23)o1	-9.5%	0.4%	-0.3%	-34.6%	-20.4%	7.8%	-5.5%	2.5%	14.2%
